Screens as filed in PubChem BioAssay.
Dengue-2 NS5 capping: Dengue-2 NS5 methyltransferase inhibitors, primary screen, biochemical, confirmation dose response (AID 588689); 0.3% of 340,000 active; Dengue-2 NS5 methyltransferase capping enzyme assay, biochemical; higher % means a stronger effect; inhibition, % at 25 µM; hits with a dose series show IC50 in µM; in the data active = a potency from the dose series; inconclusive = inhibition above about 29% without an active follow-up result
K1F lysis inhibition: inhibition of K1F phage lysis, E. coli UTI89, bacterial capsule biogenesis inhibitors, alamar blue (AID 488966) | E. coli UTI89 K1F phage lysis, alamar blue, 2 h; higher % means a stronger effect | 0.02% of 340,000 active | inhibition, % at 100 µM; hits with a dose series show IC50 in µM;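 active = phage lysis inhibition, versus mean bacterial control, above a set limit; inconclusive = no clear call, values can overlap the other calls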;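 also: capsule biogenesis inhibitors block K1F phage lysis so surviving cells raise fluorescence; higher fluorescence means more inhibition of phage lysis; actives were called in the ten point dose series up to 300 µM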
AID2073: disruptors of CaV2.2 binding to Mint1 – biochemical, HTRF (AID 2073); one-dose inhibition, % at 20 µM; IC50 in µM for titrated hits; 0.19% of 290,000 active; HTRF protein-protein interaction, Mint1-CaV2.2; higher % means a stronger effect; in the data active = inhibition mostly above about 51%, no sharp cut-off; inconclusive = no clear call, values can overlap the other calls; inactive = mostly below about 53%; also: some results filed as inactive read as strong as hits
RSV antiviral HEp-2: inhibition of RSV-induced cytopathic effect – HEp-2 cells, primary 10 µM value included (AID 2391); HEp-2 cells, RSV-induced CPE inhibition; higher % means a stronger effect; one-dose CPE inhibition, % at 10 µM; IC50 in µM for titrated hits; 0.13% of 310,000 active; in the data active = a potency from the dose series; inconclusive = CPE inhibition mostly from about 23% at the one dose, without a potency; inactive = the rest, 99 in 100 with CPE inhibition below about 21%; also: strong numbers were not always called active
Large T inhibition: TAg ATPase/helicase activity blockers – biochemical (AID 1903); SV40 large T antigen ATPase/helicase inhibition assay; higher % means a stronger effect; inhibition, % at 20 µM; hits with a dose series show IC50 in µM; 0.39% of 310,000 active; in the data active = a potency from the dose series; inconclusive = inhibition mostly from about 32% at the one dose, without a potency; inactive = the rest, 99 in 100 with inhibition below about 32%; also: strong numbers were not always called active
SIAH1 antagonists: Siah-1 peptide-binding antagonists, primary screen, biochemical, fluorescence polarization, rhodamine-plectin, uHTS (AID 1817) | Siah-1 / rhodamine-plectin peptide fluorescence polarization; higher % means a stronger effect | displacement, % at 20 µM; hits with a dose series show IC50 in µM | 0.02% of 290,000 active;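 active = displacement of at least 50% at 20 µM, with a fluorescence ratio check between 0.3 and a set limit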;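 also: plate controls were Siah plus tracer with DMSO for no effect and tracer alone without Siah for full effect; strong numbers were not always called active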
NTR1 agonist: NTR1-driven beta-arrestin-GFP spot formation – imaging, U2OS cells, high content, primary screen (AID 493036). P30989. agonist mode. activation, % at 20 µM. 0.17% of 330,000 active;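 active = activation at or above 40% of the spot to cytoplasm intensity ratio, with at least 20 cells analyzed; inconclusive = wells under 20 cells, flagged as cytotoxic or low count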;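 also: 0% = DMSO without peptide and 100% = 100 nM NTR1 peptide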
Target sequence (P30989 whole entry, looked up): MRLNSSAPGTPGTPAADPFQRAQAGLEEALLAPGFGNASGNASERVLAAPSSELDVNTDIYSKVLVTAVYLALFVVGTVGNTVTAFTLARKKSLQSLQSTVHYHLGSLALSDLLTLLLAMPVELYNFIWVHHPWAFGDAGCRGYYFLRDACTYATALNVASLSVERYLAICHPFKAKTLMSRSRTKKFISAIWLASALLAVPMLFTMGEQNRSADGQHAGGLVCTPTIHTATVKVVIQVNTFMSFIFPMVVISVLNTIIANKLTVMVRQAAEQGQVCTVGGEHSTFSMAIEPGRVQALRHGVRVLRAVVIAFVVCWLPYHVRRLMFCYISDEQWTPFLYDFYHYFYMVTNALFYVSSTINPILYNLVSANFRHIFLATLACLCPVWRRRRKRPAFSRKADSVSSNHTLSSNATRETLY
Rac1 GTP hydrolysis: MgcRacGAP GTPase-activating activity inhibitors, confirmation, biochemical, ADP Hunter fluorescence; 0.6% of 340,000 active; MgcRacGAP-stimulated Rac1 GTP hydrolysis, ADP Hunter fluorescence; higher % means a stronger effect; GST-tagged Rac1 F28L mutant substrate; inhibition, % at 30 µM, or IC50 in µM where a hit was titrated; AID 624330;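 active = first-screen hits whose inhibition reached a set limit at any dose in the follow-up dose series; inconclusive = inhibition above the set first-screen limit but never retested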;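 also: fluorescence reports GDP produced by GAP-driven GTP hydrolysis; strong numbers were not always called active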
West Nile virus CPE: West Nile virus antiviral activity, cell-based, CPE readout (AID 1621) | West Nile virus-infected cells, CPE inhibition; higher % means a stronger effect | 0.02% of 290,000 active | CPE inhibition, % at 10 µM; hits with a dose series show IC50 in µM; in the data active = a potency from the dose series; inconclusive = CPE inhibition mostly from about 3.7% at the one dose, without a potency; inactive = the rest, 99 in 100 with CPE inhibition below about 2.2%; also: strong numbers were not always called active
NTR1 agonist cell count 20 µM: also measured in NTR1 agonist; calls as there; cell count; measured here: cell count, cytotoxicity flag
Dengue-2 NS5 capping pilot replicate: recorded beside Dengue-2 NS5 capping, whose call it bears; inhibition, %; measured here: pilot screen replicate inhibition
Active calls of the source: *; i = inactive; ? = inconclusive; / = not tested or not shown; [ ] = dose if it differs, or a comment.

SMILES	Dengue-2 NS5 capping	K1F lysis inhibition	AID2073	RSV antiviral HEp-2	Large T inhibition	SIAH1 antagonists	NTR1 agonist	NTR1 agonist cell count 20 µM	Rac1 GTP hydrolysis	West Nile virus CPE	others
Cc1ccccc1OCc1nc2ccccc2c(=O)n1NC(=O)c1ccco1	-2.0%	-0.2%	15.1%	1.1%	9.9%	3.3%	0.6	63	7.7%	-0.1%
CCOC(=O)CC1C(=O)NCCN1C(=O)c1c(Cl)cccc1Cl (stereo not drawn)	2.0%	0.1%	-2.4%	1.9%	7.1%	3.0%	0.9	84	10.8%	1.8%
CCCCn1c(Cc2ccccc2)nnc1SCC(=O)N1CCOCC1	-4.0%	0.8%	9.5%	0.2%	8.8%	1.4%	-0.2	72	3.5%	-0.5%
COc1cccc(C2=NO[C@@H]3C(=O)N(c4ccc5c(c4)OCCO5)C(=O)[C@H]23)c1OC	4.1%	0.2%	-8.5%	1.5%	-2.0%	-4.4%	-0.1	36	6.9%	1.7%	Dengue-2 NS5 capping pilot replicate=0.9
CCN1C(=O)/C(=C/C=C2/Sc3ccc4ccccc4c3N2CCO)SC1=S	-3.9%	0.2%	74.6%*	2.2%	9.1%	16.4%	-3.3	72	8.0%	-0.5%
Cc1ccc(Cn2ncc3c(NCCCN4CCOCC4)ncnc32)cc1	3.8%	1.4%	3.1%	-0.7%	10.5%	-0.8%	0.8	40	15.0%	-0.2%
COc1ccc(CNC(=O)CN(Cc2ccc(F)cc2)C(=O)c2csnn2)cc1	-5.5%	0.2%	-6.7%	1.8%	9.8%	-1.7%	0.5	45	5.0%	-0.8%
CC(C)=CCC[C@](C)(O)C1CC[C@]2(C)C1C(O)CC1[C@@]3(C)CCC(O)C(C)(C)C3C(O[C@@H]3OC(CO)C(O)C(O)C3O[C@@H]3OC(C)C(O)C(O)C3O)C[C@]12C (stereo partly drawn)	-4.9%	-1.1%	/	/	/	/	-2.0	44	-18.1%	/
CCc1nc(NCc2ccco2)c2oc3ccccc3c2n1	-2.1%	1.3%	5.4%	0.1%	10.2%	2.5%	0.3	42	12.8%	0.0%
CCCN(CC(=O)Nc1ccccc1C)C(=O)c1ccc(N2CCCCCC2)c([N+](=O)[O-])c1	0.0%	0.5%[50 µM]	14.5%	1.9%	31.6%	-2.2%	0.2	67	5.7%	-1.1%
COc1ccc(C(=O)O/N=C(\N)c2ccccc2)cc1	-1.3%	0.3%[50 µM]	-2.1%	0.6%	1.3%	-1.1%	1.2	85	8.2%	-1.1%
O=C(NCc1cccnc1)Nc1cccc(Cl)c1Cl	2.6%	0.2%[50 µM]	4.9%	0.8%	11.0%	-1.8%	1.3	45	3.1%	0.0%
Cc1cccc(N/C(=N\S(=O)(=O)c2ccccc2)C(F)(F)F)c1	-4.1%	-0.3%	-5.2%	1.4%	13.6%	2.4%	-1.6	53	-12.9%	/
Brc1ccc(-c2nnc3ccc(Nc4ccccc4)nn23)cc1	/	/	13.6%	0.2%	0.2%	1.5%	3.7	42	/	0.3%
NC(=O)Nc1ccc(C(=O)OCC(=O)Nc2ccc(Cl)cn2)cc1	-3.2%	0.1%	4.6%	0.0%	7.9%	-8.7%	-0.3	63	3.3%	0.3%

2 entries picked at random from those above, as already listed:
SMILES	Dengue-2 NS5 capping	K1F lysis inhibition	AID2073	RSV antiviral HEp-2	Large T inhibition	SIAH1 antagonists	NTR1 agonist	NTR1 agonist cell count 20 µM	Rac1 GTP hydrolysis	West Nile virus CPE	others
CCc1nc(NCc2ccco2)c2oc3ccccc3c2n1	-2.1%	1.3%	5.4%	0.1%	10.2%	2.5%	0.3	42	12.8%	0.0%
CC(C)=CCC[C@](C)(O)C1CC[C@]2(C)C1C(O)CC1[C@@]3(C)CCC(O)C(C)(C)C3C(O[C@@H]3OC(CO)C(O)C(O)C3O[C@@H]3OC(C)C(O)C(O)C3O)C[C@]12C (stereo partly drawn)	-4.9%	-1.1%	/	/	/	/	-2.0	44	-18.1%	/

Next section:
SMILES	Dengue-2 NS5 capping	K1F lysis inhibition	AID2073	RSV antiviral HEp-2	Large T inhibition	SIAH1 antagonists	NTR1 agonist	NTR1 agonist cell count 20 µM	Rac1 GTP hydrolysis	West Nile virus CPE	others
CC1CCN(C(=O)CCCOc2cc(=O)n(C)c3ccccc23)CC1	-13.0%	-0.3%	-1.7%	0.9%	8.8%	-6.7%	3.1	96	2.3%	2.4%
CC1C(=O)Nc2ccccc2N1C(=O)c1ccc(Cl)cc1 (stereo not drawn)	-7.9%	0.2%	5.1%	1.7%	6.0%	-0.2%	0.2	75	3.7%	-0.5%
COc1ccc(OC(C)C(=O)N(C)Cc2nc(-c3cccc(C)c3)no2)cc1 (stereo not drawn)	-5.8%	0.3%	-2.9%	5.5%	13.1%	5.7%	-0.2	47	8.9%	-1.7%
CCN(CC)C(=O)Oc1ccc2cc(Br)ccc2c1	-8.1%	3.5%	6.9%	44.4%	-2.0%	10.4%	1.4	48	7.3%	-1.4%
COc1ccc(CNC(=O)c2cc3ccccc3oc2=O)cc1	-2.0%	0.0%	0.2%	1.2%	3.1%	-2.3%	1.1	43	8.4%	-0.2%
O=C(Cc1ccc([N+](=O)[O-])cc1)Nc1ccon1	-3.2%	0.4%[50 µM]	8.5%	2.6%	13.4%	1.3%	-1.0	63	5.2%	-0.4%
CN(CC(=O)N1CCCCCC1)S(=O)(=O)c1cccc2cccnc12	4.5%	i	0.0%	1.9%	0.0%	2.6%	0.8	41	5.0%	-0.5%
O=C(NNC(=O)c1cccnc1SCc1cccc([N+](=O)[O-])c1)c1ccccn1	-5.8%	0.6%	3.3%	2.0%	14.2%	-8.6%	0.8	77	5.2%	?
Cc1ccc(CN(C)C(=O)C2CCC(=O)N(CCc3ccccc3)C2)o1 (stereo not drawn)	-3.1%	0.2%	24.1%	/	/	2.0%	-0.4	79	3.4%	-0.3%
CNc1cc(NS(=O)(=O)c2ccc(N)cc2)nc(NC)n1	1.5%	5.6%	/	-0.5%	8.8%	/	-1.7	62	-0.4%	/
CCN(CC)c1ccc(C(=O)NNC(=O)CNC(=O)c2cccs2)cc1	-6.8%	0.5%[50 µM]	/	0.1%	/	/	0.4	92	3.5%	/

Molecules above containing four or more nitrogen atoms, in the order listed:
SMILES	Dengue-2 NS5 capping	K1F lysis inhibition	AID2073	RSV antiviral HEp-2	Large T inhibition	SIAH1 antagonists	NTR1 agonist	NTR1 agonist cell count 20 µM	Rac1 GTP hydrolysis	West Nile virus CPE	others
CCCCn1c(Cc2ccccc2)nnc1SCC(=O)N1CCOCC1	-4.0%	0.8%	9.5%	0.2%	8.8%	1.4%	-0.2	72	3.5%	-0.5%
Cc1ccc(Cn2ncc3c(NCCCN4CCOCC4)ncnc32)cc1	3.8%	1.4%	3.1%	-0.7%	10.5%	-0.8%	0.8	40	15.0%	-0.2%
COc1ccc(CNC(=O)CN(Cc2ccc(F)cc2)C(=O)c2csnn2)cc1	-5.5%	0.2%	-6.7%	1.8%	9.8%	-1.7%	0.5	45	5.0%	-0.8%
CCCN(CC(=O)Nc1ccccc1C)C(=O)c1ccc(N2CCCCCC2)c([N+](=O)[O-])c1	0.0%	0.5%[50 µM]	14.5%	1.9%	31.6%	-2.2%	0.2	67	5.7%	-1.1%
Brc1ccc(-c2nnc3ccc(Nc4ccccc4)nn23)cc1	/	/	13.6%	0.2%	0.2%	1.5%	3.7	42	/	0.3%
NC(=O)Nc1ccc(C(=O)OCC(=O)Nc2ccc(Cl)cn2)cc1	-3.2%	0.1%	4.6%	0.0%	7.9%	-8.7%	-0.3	63	3.3%	0.3%
O=C(NNC(=O)c1cccnc1SCc1cccc([N+](=O)[O-])c1)c1ccccn1	-5.8%	0.6%	3.3%	2.0%	14.2%	-8.6%	0.8	77	5.2%	?
CNc1cc(NS(=O)(=O)c2ccc(N)cc2)nc(NC)n1	1.5%	5.6%	/	-0.5%	8.8%	/	-1.7	62	-0.4%	/
CCN(CC)c1ccc(C(=O)NNC(=O)CNC(=O)c2cccs2)cc1	-6.8%	0.5%[50 µM]	/	0.1%	/	/	0.4	92	3.5%	/
